Screening data (PubChem BioAssay)
CHRM1 antagonist – human CHRM1 antagonism | P11229 | CHO-K1 hM1, Fluo-8 calcium fluorescence, ACh EC80 antagonist | inhibition, % at 3 µM | 1.3% of 360,000 active;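 active means percent inhibition above its own plate's cutoff, namely the mean of that plate's compound wells plus 3 SD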;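 further: peak over basal fluorescence ratio during 140 s after agonist addition; 0% = ACh EC80 plus DMSO and 100% = DMSO alone without agonist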
Target sequence (P11229 whole entry, looked up): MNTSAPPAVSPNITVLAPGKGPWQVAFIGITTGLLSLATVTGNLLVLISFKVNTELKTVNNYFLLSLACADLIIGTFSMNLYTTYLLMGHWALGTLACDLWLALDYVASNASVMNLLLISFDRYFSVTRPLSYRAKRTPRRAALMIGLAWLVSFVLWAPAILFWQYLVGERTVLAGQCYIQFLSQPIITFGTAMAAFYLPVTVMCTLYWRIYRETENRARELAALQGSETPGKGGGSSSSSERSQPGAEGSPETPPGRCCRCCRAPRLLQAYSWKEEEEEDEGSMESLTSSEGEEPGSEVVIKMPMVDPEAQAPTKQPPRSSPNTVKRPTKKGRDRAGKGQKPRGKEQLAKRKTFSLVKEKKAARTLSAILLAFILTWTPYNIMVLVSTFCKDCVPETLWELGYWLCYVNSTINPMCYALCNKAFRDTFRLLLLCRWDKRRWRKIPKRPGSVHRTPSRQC
TAAR1 antagonist – human TAAR1 antagonism; CHO RD-HGA16 TAAR1, Fluo-8 calcium fluorescence, antagonist; AID 624466; 1.5% of 360,000 active; inhibition, % at 3 µM;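 active means inhibition above a per-plate cutoff, the mean inhibition of test compounds on that plate plus 3 SD, cut at about 49% in these data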;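 further: 0% = DMSO plus EC80 beta-PEA response and 100% = DMSO alone without agonist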
Target sequence (Q96RJ0 whole entry, looked up): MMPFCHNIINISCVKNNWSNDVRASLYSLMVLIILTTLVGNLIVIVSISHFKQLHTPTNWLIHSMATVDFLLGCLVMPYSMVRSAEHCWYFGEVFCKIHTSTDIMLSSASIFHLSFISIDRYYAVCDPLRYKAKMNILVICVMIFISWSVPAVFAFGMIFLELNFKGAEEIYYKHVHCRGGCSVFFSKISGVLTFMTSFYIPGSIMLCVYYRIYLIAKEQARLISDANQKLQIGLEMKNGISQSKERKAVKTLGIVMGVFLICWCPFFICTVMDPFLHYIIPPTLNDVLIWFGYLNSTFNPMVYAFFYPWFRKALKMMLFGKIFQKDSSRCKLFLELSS
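Test system: RD-HGA16 CHO cells with stable hTAAR1 and Gα16 / Probe or stimulus: EC80 β-phenethylamine stimulus / Times: seeding 17-24 h prior, 75-min 37 °C, 30-min RT dye loading / Detection: Fluo-8 calcium-sensitive fluorescence / Read-out basis: % inhibition scaled between DMSO and EC80 PEA controls / Repeats: singlicate, one well per test compound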
CHO-K1 Ca ag – counter-screen for M1 agonists: effect in parental CHO-K1 cells | activation, % at 3 µM | 0.48% of 360,000 active | Fluo-8 calcium fluorescence; scaled to maximal ATP response, vehicle zero; in the data active means activation above about 15%;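 further: untransfected CHO-K1 host cells lacking M1 receptor as counterscreen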
CHRM1 PAM – potentiates human M1 receptor response to acetylcholine | P11229 | CHO-K1 hM1, Fluo-8 calcium fluorescence, ACh EC20; 0% = ACh EC20, 100% = maximal ACh | activation, % at 3 µM | 0.088% of 360,000 active; in the data active means activation above about 19%, passing the limit was not always enough
CHO-K1 Ca PAM – M1 PAM counterscreen hit in parental CHO-K1 cells | ATP EC20, Fluo-8 calcium fluorescence; 0% at ATP EC20, 100% at ATP max | activation, % at 3 µM | 0.02% of 360,000 active;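 active means activation above the run cutoff, the mean activation of all test compounds plus 3 SD, cut at about 40% in these data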;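 further: peak over basal fluorescence ratio in a 140 s read after ATP addition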
CHO-K1 Ca antag – M1 antagonist counterscreen hit in parental CHO-K1 cells; 0.6% of 360,000 active; inhibition, % at 3 µM; ATP-induced calcium, Fluo-8 fluorescence; AID 602250;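 active means inhibition above a per-plate cutoff, the plate's mean sample inhibition plus 3 SD, cut at about 24% in these data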;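 further: 0% = DMSO plus EC80 ATP and 100% = DMSO alone without ATP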
CHO parental Ca – counter-screen: ATP calcium response change in parental CHO cells | parental CHO-K1, ATP-induced calcium, Fluo-8 fluorescence | inhibition, % at 5.6 µM | 0.63% of 330,000 active;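 active means inhibition above that plate's mean sample inhibition plus 3 SD, cut at about 26% in these data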;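 further: 0% = ATP-challenged DMSO wells and 100% = DMSO wells without ATP; some compounds past the cut are filed as inactive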
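Test system: untransfected parental CHO cell line. Compound: one dose, 5.6 µM nominal. Detection: intracellular calcium via Fluo-8 no-wash fluorescent dye. Measure: % inhibition. Benchmarks: ATP-challenged DMSO wells low, unchallenged DMSO wells high.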
M1 ag – agonists of human M1 muscarinic receptor; CHO-K1 hM1, Fluo-8 calcium fluorescence, agonist mode; 0% DMSO, 100% acetylcholine EC100; activation, % at 3 µM; 0.33% of 360,000 active; AID 588814;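 active means activation above the run's mean compound activation plus 3 SD, cut at about 16% in these data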;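 further: peak over basal fluorescence ratio within a 140 s kinetic read after compound addition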
TAAR1 agonist – agonists of human TAAR1; CHO RD-HGA16 TAAR1, Fluo-8 calcium fluorescence; vehicle wells 0%, saturating PEA agonist 100%; activation, % at 3 µM; 0.99% of 360,000 active;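 active means activation above the mean activation of all test compounds in the run plus 3 SD, cut at about 38% in these data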
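Assay system – CHO-derived RD-HGA16 cells with stable Gα16 and human TAAR1 · Compound dosing – one-point dosing at 3 µM (nominal) · Incubation – 17-24 h seeding, 75 min 37 °C dye, 30 min RT · Measured by – kinetic Fluo-8 calcium fluorescence · Control set – DMSO vehicle as 0%, PEA at EC100 as 100% · Repeats – single well for each compound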
Starred values were filed as active, the others as inactive; . = no result given.

Results follow in this order: CHRM1 antagonist	TAAR1 antagonist	CHO-K1 Ca ag	CHRM1 PAM	CHO-K1 Ca PAM	CHO-K1 Ca antag	CHO parental Ca	M1 ag	TAAR1 agonist
1) Cc1ccc[n+](CC(=O)Nc2ccc(C)c(C)c2)c1
    -6	7	0.0	7	17	-6	1	-9	2
2) COc1ccccc1-c1ccc(SCc2ccccc2F)nn1
    13	8	-0.4	-1	-11	9	-6	-2	-2
3) CC1CCCC(NC(=O)COC(=O)c2cc(S(=O)(=O)N3CCOCC3)ccc2F)C1C (stereo not given)
    -18	4	1.5	19	-11	-10	-35	3	4
4) CC/C(=N\Nc1nncc2ccccc12)c1ccc(F)cc1
    -4	-12	-0.5	2	-1	-14	-19	-5	1
5) COc1ccc(N2CC(C)(C)[C@H](CC(=O)Nc3ccc(Br)cc3)C2=O)cc1
    -18	-16	0.7	2	4	-7	.	-2	-1
6) O=c1sc2ccccc2c(N2CCCCC2)c1[N+](=O)[O-]
    -1	-11	0.7	4	8	-7	-8	-1	7
7) Cc1cc(C)n(CC(O)Cn2c3ccccc3c3ccccc32)n1 (stereo not given)
    1	20	3.3	1	31	-11	2	-4	6
8) OCCN1CCN(c2ncnc3c2ncn3[C@H]2CN(Cc3cccc(C(F)(F)F)c3)C[C@@H](CO)O2)CC1
    -14	12	0.1	5	6	-3	.	-4	0
9) CCOC(=O)N1CCN(C(=O)CN(c2cc(C(F)(F)F)ccc2Cl)S(C)(=O)=O)CC1
    -18	-4	2.7	4	0	-7	-5	1	7
10) Cc1ccc(C(=O)CCCn2nnc(-c3cccnc3)n2)cc1C
    -6	-4	1.5	7	19	-7	-25	-4	11
11) CCNC(=S)NNC(=O)c1csc(C(C)C)c1
    -6	-1	-0.2	7	1	10	-7	-2	9
12) Cc1oc(-c2ccc(Cl)cc2)nc1CN1CCCC(C(=O)NC2CC2)C1 (stereo not given)
    -2	-4	0.7	-1	9	-11	-16	-6	0
13) CC(C)C[C@@H]1NC(=O)[C@H](Cc2ccc(O)cc2)NC(=O)c2cc([N+](=O)[O-])cc(I)c2NCCC[C@@H](C(N)=O)NC1=O
    4	.	-0.5	1	1	0	-10	-3	.
14) CC1CC2OC(=O)C3(C)CCCC(C)(C23)C1(O)CCc1ccoc1 (stereo not given)
    -10	-12	0.3	3	1	-13	-14	-5	-1
15) O=C(O)c1ccc(CN2C(=O)c3ccc(C(=O)O)cc3C2=O)cc1
    8	5	-0.1	-3	0	0	-9	-2	7

Laid out differently: entries from further up.
[15] O=C(O)c1ccc(CN2C(=O)c3ccc(C(=O)O)cc3C2=O)cc1
  CHRM1 antagonist = 8
  TAAR1 antagonist = 5
  CHO-K1 Ca ag = -0.1
  CHRM1 PAM = -3
  CHO-K1 Ca PAM = 0
  CHO-K1 Ca antag = 0
  CHO parental Ca = -9
  M1 ag = -2
  TAAR1 agonist = 7

[7] Cc1cc(C)n(CC(O)Cn2c3ccccc3c3ccccc32)n1 (stereo not given)
  CHRM1 antagonist = 1
  TAAR1 antagonist = 20
  CHO-K1 Ca ag = 3.3
  CHRM1 PAM = 1
  CHO-K1 Ca PAM = 31
  CHO-K1 Ca antag = -11
  CHO parental Ca = 2
  M1 ag = -4
  TAAR1 agonist = 6

Later entries
Results follow in this order: CHRM1 antagonist	TAAR1 antagonist	CHO-K1 Ca ag	CHRM1 PAM	CHO-K1 Ca PAM	CHO-K1 Ca antag	CHO parental Ca	M1 ag	TAAR1 agonist
16) CN1C(=O)C(=O)/C(=C(/O)c2ccccc2)C1c1ccc(Br)cc1 (stereo not given)
    -18	-20	1.0	10	12	-5	.	-4	10
17) O=C(NCCSCc1ccccc1)c1ccc(Cl)c(S(=O)(=O)N2CCOCC2)c1
    -1	14	3.4	-2	1	-2	-4	-1	17
18) CCOC(=O)CSc1nc(N)c(C#N)cc1C#N
    -10	-28	0.7	18	10	2	-6	-7	3
19) CCCNS(=O)(=O)c1cc(Cl)ccc1OC
    -8	-12	0.0	9	19	-6	-8	-6	7
20) O=C(O)C(CC1CCCCC1)N1CCS(=O)(=O)CC1 (stereo not given)
    8	8	-0.2	11	-4	8	-4	2	3
21) COc1ccc(NC(=O)c2sc(SCc3ccccc3)nc2N)cc1
    -3	15	0.9	1	19	-7	-31	0	9
22) N/C(=N\OC(=O)COc1ccc2ccccc2c1)c1ccncc1
    5	.	9.1	-1	5	-3	-1	-1	.
23) CCCCn1nnnc1SCC(=O)NNC(=O)c1ccco1
    -13	8	0.5	15	14	7	-2	-1	8
24) Cc1ccc(C(C(=O)NC2CCCC2)N2CCc3ccccc32)cc1 (stereo not given)
    2	-6	-0.7	7	9	14	-15	-2	1
25) O=C(COC(=O)C1CC(=O)N(Cc2ccccc2)C1)Nc1ccc([N+](=O)[O-])cc1Br (stereo not given)
    1	-15	6.2	2	14	1	.	-1	1
26) CN(C)CCCOC(=O)c1ccc(Cl)cc1Cl
    -4	-5	0.2	8	8	-6	4	-6	4
27) COc1ccccc1C(=O)NCCCn1cc(Br)c(C)n1
    -4	.	-0.3	12	-4	12	-24	0	.
28) CC(=O)Nc1nc(N)n(-c2ccccc2)n1
    -5	-5	0.8	9	20	-9	-1	-3	0
29) CCC(Sc1nc2cc(OC)c(OC)cc2c(=O)n1Cc1ccc(OC)cc1)C(=O)NCCOC (stereo not given)
    -11	1	-0.3	7	1	3	-4	-2	6
30) COc1ccc(S(=O)(=O)N(C)CC(=O)N2CCOCC2)cc1
    -7	-8	0.7	10	28	-12	-5	-6	2

Additional structures:
#	compound	CHRM1 antagonist	TAAR1 antagonist	CHO-K1 Ca ag	CHRM1 PAM	CHO-K1 Ca PAM	CHO-K1 Ca antag	CHO parental Ca	M1 ag	TAAR1 agonist
31	COc1ccc(-c2csc(NCCn3c(C)nc4cc(C(F)(F)F)ccc43)n2)cc1	8	1	-0.3	0	-21	-1	-31	-4	1
32	Cc1c(C(=O)NNS(=O)(=O)c2ccccc2)sc(=S)n1C	-7	8	0.9	7	17	-3	1	-4	1
33	CCCC(C)C(=O)Nc1cc([N+](=O)[O-])ccc1Cl (stereo not given)	2	8	1.8	-7	7	2	6	-6	4
34	O=C(CN1CCCC1)NCC(=O)Nc1ccc(F)cc1	8	6	0.9	-1	11	1	-4	0	1
35	CN(Cc1cccc(F)c1)C(=O)Cc1ccc(S(=O)(=O)N2CCOCC2)s1	-3	-21	1.4	2	3	-2	-5	-7	2
36	CN1CCN(C(=O)NC2CCCCC2)CC1	-12	0	0.4	0	10	0	2	-4	4
37	COC(=O)c1cc2ccccn2c2c(C(=O)OC)c(C(=O)OC)cc1-2	-9	62*	3.0	6	16	-1	-14	0	21
38	O=C1CCCc2c1oc1c2CCCC1	-18	3	-0.1	7	14	-8	.	-6	-1
39	C/C(=N\NC(=O)c1cc(-c2ccncc2)nc2ccccc12)c1ccc(N2CCOCC2)cc1	-1	-8	0.9	1	3	14	-19	-9	4
40	COc1ccc(/C=C/C(=O)Nc2ccccc2C(F)(F)F)cc1OC	-14	-17	1.5	7	18	-10	-17	2	8
41	CCN(CC)C(=O)c1ccc(NS(=O)(=O)c2ccc3[nH]c(=O)[nH]c3c2)cc1	10	-15	2.3	-3	1	1	.	0	1
42	CCOC(=O)C1=C(Nc2ccc(Br)cc2)CC(C)(O)C(C(=O)OCC)C1c1ccccc1 (stereo not given)	-6	20	-0.1	4	10	0	-9	-4	-1
43	CC(C)[C@H](NC(=O)N1CC(=O)Nc2ccccc21)C(=O)N[C@@H](Cc1ccccc1)C(=O)O	-12	3	-0.2	5	10	1	-15	-2	2
44	O=S(=O)(CCN1CCCCC1)CCS(=O)(=O)CCN1CCCCC1	-13	-16	0.5	5	6	-10	.	-2	1
45	Cc1ccc(C2=CC(c3ccc(C)cc3)n3ncnc3N2)cc1 (stereo not given)	-13	-3	-0.7	15	5	-9	-12	-6	0
46	Cc1nc2cc(Cl)ccc2n1-c1ccccc1	3	2	0.1	1	7	3	-8	-3	7
47	Cc1ccc(C2=Nc3ccc(Br)cc3C(c3ccncc3)=NN2)cc1	-9	-20	0.3	5	15	-9	-17	-7	8
48	Cc1ccc(C(=O)COC(=O)c2ccco2)cc1C	-7	-24	1.3	6	11	-12	8	-2	4
49	O=C(N/N=C/c1c[nH]c2ccc(Br)cc12)c1ccn(Cc2ccc(Cl)cc2Cl)n1	-24	16	0.9	-4	3	-2	-24	2	7
50	C=CCn1c(SC(C)C(=O)NC2CC2)nnc1-c1ccoc1C (stereo not given)	-6	-13	0.8	4	5	5	-17	-2	1
51	CNC[C@@H]1Oc2ccc(NC(=O)Nc3c(C)noc3C)cc2CC(=O)N([C@H](C)CO)C[C@H]1C	-3	.	-0.2	0	-19	1	3	-1	.

One compound at a time, from the list above. Order of screens: CHRM1 antagonist | TAAR1 antagonist | CHO-K1 Ca ag | CHRM1 PAM | CHO-K1 Ca PAM | CHO-K1 Ca antag | CHO parental Ca | M1 ag | TAAR1 agonist
`COc1ccc(/C=C/C(=O)Nc2ccccc2C(F)(F)F)cc1OC` is entered as -14 | -17 | 1.5 | 7 | 18 | -10 | -17 | 2 | 8
`O=C1CCCc2c1oc1c2CCCC1` is entered as -18 | 3 | -0.1 | 7 | 14 | -8 | . | -6 | -1
